Source: PubChem BioAssay
p53 reactivation = qHTS assay for re-activators of p53 using a Luc reporter | H1299 p53-A138V BP100-luciferase reporter, luminescence, 24 h | Potency, µM (highest dose often 92.2 µM), without a hit: at the highest dose activity change, positive = activation, most hits filed as activators | 320,000 compounds, 0.063% hits | AID 504706, 2011; further: % of control where 0% means no effect; nearly all actives have a fitted effect of over 45% in size
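H1299 (p53-null), stable ts p53-A138V + BP100-Luc; 1000 cells/well, Opti-MEM/10% FBS; cpd 4 pt, 1:5; 24 h, 37 deg C, 5% CO2; detection reagent 10 min RT; luminescence.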
BRCA1 expr act = qHTS Assay to Identify Small Molecule Activators of BRCA1 Expression | MCF7-BRCA1-FFLuc reporter, luminescence, 48 h; response scale: scaled: vehicle 0%, 10 µM genistein 100% | Potency, µM (highest dose often 46.1 µM), for inactives: top-dose activation, hits mostly activators | 380,000 compounds, 1.1% hits | AID 624202, 2012; further: nearly all actives have a fitted effect of over 80% in size; some results filed as inactive show a strong effect at the top dose
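MCF7 cells carrying a BRCA1-firefly luciferase reporter (2000 cells/well, phenol-red free MEM) were attached for 2 h at 37 °C, then given compounds for 48 h. Luminescence was read 15 min after luciferase reagent; activity normalized to genistein (10 microM) and DMSO.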
ELG1 genotoxic = qHTS screen for small molecules that induce genotoxicity in human embryonic kidney (HEK293T) cells expressing luciferase-tagged ELG1 | Potency, µM (highest dose often 46 µM), inactives show at the highest dose activity change, positive = activation, usual class: activators | 330,000 compounds, 1.3% hits | HEK293T ELG1-luciferase reporter, luminescence, 16 h; further: % of control where 0% means no effect; nearly all actives have a fitted effect of over 60% in size
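Screening used a luciferase reporter fused to human ELG1 in HEK293T cells. Luminescence was read on a CCD plate imager after 16 hr exposure and 30 min ONE-Glo incubation.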
uPA generation = qHTS for Inhibitors of Cell Surface uPA Generation | cell surface uPA generation assay, qHTS | Potency, µM (doses to about 38.3 µM), inactives show at the top dose activity change, negative = inhibition, usual class: inhibitors | 330,000 compounds, 0.31% hits | AID 540303, 2011; active means well fitted inhibition curve with a large enough effect; inconclusive means small, poorly fitted or top-dose-only effect; inactive means no such curve, though single readings can be large or run the other way; tested in mouse RAW 264.7 cells; further: on the % scale 0 is the no-effect control and ±100 the full control effect; nearly all actives have a fitted effect of over 55% in size
Rab9 prom act = qHTS Assay for Rab9 Promoter Activators; Huh7 Rab9 promoter-luciferase reporter, luminescence, 24 h; Potency, µM (titrated, usually from 9.22 µM), for the others: at the top dose activation, negative = inhibition, hits mostly activators; 320,000 compounds, 2.8% hits; AID 485297, 2010; further: % of control where 0% means no effect; nearly all actives have a fitted effect of over 60% in size
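Cells were plated at 1500 per well in reduced-serum medium with 10% FBS and left 2 h. Compound in DMSO was then added for 24 h at 37 °C. Reporter signal was read by luminescence after 10 min with luciferase detection reagent.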
CXXC DNA block = qHTS Fluorescence Polarization Assay for Inhibitors of MLL CXXC domain - DNA interaction. MLL-CXXC / FITC-HOXA9 DNA fluorescence polarization. Potency, µM (series often up to 115 µM), inactives show at the top dose activity change, negative = inhibition, actives largely listed as inhibitors. AID 2662, 2010. 290,000 compounds, 0.037% hits; active means well fitted inhibition curve with a large enough effect in the polarisation, with a control signal flat, not every such curve was filed as active; inconclusive means small, poorly fitted or top-dose-only effect, or effect the other way, or a change in a side signal; inactive means no such curve, though single readings can be large or run the other way; the % refers to the polarisation
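Purified MLL-CXXC (added from a 7 uM solution) was preincubated 5 min at ambient with pinned compounds in 50 mM Tris-HCl pH 7.5, 50 mM NaCl, 1 mM DTT, 0.05% BSA. Fluorescein-labeled HOX-A9 DNA (50 nM solution) followed, 30 min, then polarization read.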
MBNL1 CUG block = qHTS Assay for Inhibitors of MBNL1-poly(CUG) RNA binding; Potency, µM (series often up to 57.5 µM), for inactives: at the highest dose activity change, negative = inhibition, usual class: inhibitors; 280,000 compounds, 0.036% hits; Muscleblind-like protein 1 (Homo sapiens), Q9NR56; TR-FRET MBNL1-His/biotin-(CUG)12 binding, 665/545 ratio; active means well fitted inhibition curve with a large enough effect in the signal ratio, with a control signal flat, not every such curve was filed as active; inconclusive means small, poorly fitted or top-dose-only effect, or effect the other way, or a change in a side signal; inactive means no such curve, though single readings can be large or run the other way; the % refers to the signal ratio; further: on the % scale 0 is the no-effect control and ±100 the full control effect
Target sequence (Q9NR56 whole entry, looked up): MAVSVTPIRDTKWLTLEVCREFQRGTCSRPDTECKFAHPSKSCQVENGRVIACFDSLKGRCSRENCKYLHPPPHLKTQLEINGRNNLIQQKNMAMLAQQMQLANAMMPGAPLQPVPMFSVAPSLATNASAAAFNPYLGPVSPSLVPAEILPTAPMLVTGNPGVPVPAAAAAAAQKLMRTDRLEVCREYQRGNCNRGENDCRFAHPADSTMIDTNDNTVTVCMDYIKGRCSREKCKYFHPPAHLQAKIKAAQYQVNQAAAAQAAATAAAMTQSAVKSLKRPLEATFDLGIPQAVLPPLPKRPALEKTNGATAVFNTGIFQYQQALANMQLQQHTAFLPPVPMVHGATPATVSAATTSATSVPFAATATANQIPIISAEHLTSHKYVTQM
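Inhibition of protein-RNA binding appears as loss of TR-FRET between terbium anti-His antibody on MBNL1-His and streptavidin-XL665 on biotin-(CUG)12. Activity is normalized to buffer-only and uninhibited-complex controls.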
RORg inh = qHTS for inhibitors of ROR gamma transcriptional activity; Potency, µM (highest dose often 53.6 µM), for the others: at the highest dose activity change, negative = inhibition, hits mostly inhibitors; Nuclear receptor ROR-gamma (Mus musculus), P51450; AID 2551, 2010; 310,000 compounds, 5.4% hits; Drosophila S2 Gal4-RORgamma UAS-luciferase reporter, 20 h; further: on the % scale 0 is the no-effect control and ±100 the full control effect; nearly all actives have a fitted effect of over 60% in size
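Luminescence from a UAS-regulated Photinus luciferase reporter in stably transfected Drosophila Schneider cells is measured; decreased signal marks ROR gamma inhibition. Fusion expression is induced by 700 uM copper sulfate for 20 hr.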
FLuc modulator = qHTS profiling assay for firefly luciferase inhibitor/activator using purifed enzyme and Km concentrations of substrates (counterscreen for miR-21 project); AID 588342, 2011; purified FLuc, Km substrates, luminescence inhibition; Potency, µM (titrated, usually from 57.5 µM), inactives show top-dose activity change, negative = inhibition, hits mostly inhibitors; 360,000 compounds, 6.9% hits; Luciferin 4-monooxygenase (Photinus pyralis), P08659;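 further: plate controls were vehicle for no effect and reference inhibitor for full effect; nearly all actives have a fitted effect of over 55% in size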
Target sequence (P08659 whole entry, looked up): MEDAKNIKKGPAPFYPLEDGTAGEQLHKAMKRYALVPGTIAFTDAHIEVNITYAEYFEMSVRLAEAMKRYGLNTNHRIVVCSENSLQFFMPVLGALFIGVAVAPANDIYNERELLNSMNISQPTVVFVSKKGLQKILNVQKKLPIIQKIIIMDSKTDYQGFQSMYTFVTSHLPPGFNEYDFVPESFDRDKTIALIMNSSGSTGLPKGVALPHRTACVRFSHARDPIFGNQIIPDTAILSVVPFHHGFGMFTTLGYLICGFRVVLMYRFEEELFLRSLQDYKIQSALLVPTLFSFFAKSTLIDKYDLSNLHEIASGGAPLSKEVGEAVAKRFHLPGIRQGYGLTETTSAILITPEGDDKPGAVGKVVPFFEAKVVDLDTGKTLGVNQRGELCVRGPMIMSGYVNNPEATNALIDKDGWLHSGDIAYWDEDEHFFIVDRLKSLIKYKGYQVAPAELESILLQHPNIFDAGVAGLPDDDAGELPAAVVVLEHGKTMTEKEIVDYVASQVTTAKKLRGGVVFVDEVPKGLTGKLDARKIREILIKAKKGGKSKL
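Biochemical qHTS of compounds, final roughly 60 µM downward over six points, against 10 nM purified firefly luciferase using Km concentrations of substrates (10 uM D-luciferin, 10 uM ATP) in Tris acetate pH 7.5 buffer; luminescence output.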
NPC1 promoter act = qHTS Assay for NPC1 Promoter Activators | Huh7 NPC1 promoter luciferase reporter, 24 h | Potency, µM (top dose mostly 9.22 µM), without a hit: at the top dose activation, usual class: activators | 320,000 compounds, 2.4% hits | AID 485313, 2010;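 further: % of control where 0% means no effect; nearly all actives have a fitted effect of over 60% in size; reporter is driven by a mutant NPC1 promoter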
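NPC1 promoter–luciferase Huh7 cells; 24 h compound; luminescence.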
Gal4-VP16 FLuc = VP16 counterscreen qHTS for inhibitors of ROR gamma transcriptional activity. Potency, µM (doses to about 53.6 µM), inactives show at the top dose activity, negative = inhibition, actives largely listed as inhibitors. 310,000 compounds, 3.5% hits. Drosophila S2 Gal4-VP16 UAS-luciferase, luminescence, 20 h;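 further: Gal4-VP16 expression switched on by copper sulfate through the metallothionein promoter; on the % scale 0 is the no-effect control and ±100 the full control effect; nearly all actives have a fitted effect of over 50% in size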
* hit, by the source's call; ? = inconclusive; · = not tested or not shown; & = joins results of further samples; [ ] = dose if it differs, or a comment. Unless noted, the call rests on the fitted dose curve; in most records, active means well fitted curve in the direction sought with a large enough effect; inconclusive means small, poorly fitted or top-dose-only effect, or another doubt; inactive means no such curve, though single readings can be large; an effect the other way counts as inactive or inconclusive. Potency means the concentration at half of the fitted maximal effect. This is a subset. The share of hits here may be higher or lower than overall.

SMILES	p53 reactivation	BRCA1 expr act	ELG1 genotoxic	uPA generation	Rab9 prom act	CXXC DNA block	MBNL1 CUG block	RORg inh	FLuc modulator	NPC1 promoter act	Gal4-VP16 FLuc
Cc1ccc(S(=O)(=O)n2cnc3cc([N+](=O)[O-])ccc32)c(C)c1C	20%	1%	-3%	-3%	4%	?	?	-1%	-12%	-1%	3%
Cc1ccc2c(N)c(C#N)sc2n1	1%	0%	9%	5%	17%	4%	21%	17%	6%[2.3 µM]	10%	2%
CCOc1ccccc1NC(=O)CN1CCC(NC(=O)c2ccccc2C)CC1	-6%	-28%	-9%	2%	-5%	-9%	9%	15%	1%	-6%	-5%
COc1cc(=O)n(C)c2c(O)cccc12	-2%	-10%	0%	6%	-4%	14%	?	1%	4%	3%	20%
COC(=O)C1=C(C)N(Cc2ccccc2)C(=NCc2cc(OC)c(OC)c(OC)c2)N[C@H]1c1ccccc1	·	-11%	-6%	-10%	-3%&-1%	0%&9%	2%&5%	-21%&-20%	2%&1%	-1%&3%	-6%&-3%
Cn1c(NCc2ccco2)nc2c1c(=O)n(Cc1ccc(Br)cc1)c(=O)n2C	-12%	-33%	-8%	4%	-4%	-1%	1%	29%	0%	-2%	-11%
CCCCOC(=O)c1ccc(NC(=O)c2cc(Cl)c(Cl)cc2C(=O)O)cc1	4%	0%	4%	6%	-7%	-8%	-18%	19%	21µM*	0%	5%
CCN(CC)C(=O)Oc1ccc2oc(=O)cc(-c3cc4cccc(OC)c4o3)c2c1	-2%	-21%	-5%	-2%	-7%	0%	5%	3%	1%	-4%	-4%
Nc1nc(SCc2ccccc2)n[nH]1	4%	6%	4%	-1%	-3%	-19%	·	4%	-8%	-4%	-14%
Cc1oc2cc3oc(=O)c(CCC(=O)NCCC(=O)O)c(C)c3cc2c1C	5%	-25%	11%	?	0%	-6%	-5%	-7%	12µM*	-4%	-12%
COc1ccc(-c2cc(=O)oc3cc(OCC(=O)N4C[C@H]5C[C@@H](C4)c4cccc(=O)n4C5)ccc23)cc1	9%	-1%	-1%	5%	5%	-4%	?	9%	-13%	2%	-5%
Cc1cc(C)cc(-n2cnc3cc(C(=O)O)ccc32)c1	0%	5%	18%	5%	9%	18%	1%	19%	1%	3%	-3%
O=C(N/N=C/c1ccc(O)c(O)c1)c1cccc(S(=O)(=O)N2CCCC2)c1	9%	-12%	4%	?	-1%	·	·	·	2%	-1%	·
Cc1ccc(NC(=S)N2CCN(C)CC2)c(C)c1	3%	1%	1%	6%	7%	12%	?	-17%	-18%	1%	-10%
CCCOc1cccc(C(=O)N/N=C/c2ccoc2)c1	?	62%	?	-22%	23%	2%	-2%	?	13µM*	6%	?
O=C(N/N=C/c1cccc(O)c1)c1cc2c(ccc3ccccc32)o1	-2%	31%	-5%	-10%	-11%	23%	0%	-1%	11µM*	-3%	-20%
N#Cc1ccccc1NC(=O)CSc1cn[nH]n1	4%	-20%	0%	2%	-4%	15%	-8%	7%	-1%	3%	0%
O=C(CN1CCSC1=O)N1CCN(S(=O)(=O)c2ccc(Cl)cc2)CC1	-8%	-1%	0%	2%	-5%	·	·	·	-2%	-3%	·
Cc1cccc(NC(=O)COc2coc(CN3CCc4ccccc4C3)cc2=O)c1	-4%	5%	-1%	2%	-6%	·	·	·	-1%	0%	·
C#CCN1c2ccccc2Sc2cccnc21	13%	5%	-3%	0%	-7%	8%	?	-2%	-2%	-11%	0%
CN1CCN(c2ccc(NC(=S)NC(=O)c3cccc4ccccc34)cc2)CC1	?	-2%	?	?	0%	17%	12%	?	?	-2%	?
CC(=O)c1cccc(NC(=O)c2csc3c2CCCCC3)c1	10%	70%	1%	9%	21%	-3%	-1%	-42%	13µM*	16%	11%
CC(C)(C)n1nnnc1C(c1cccnc1)N1CCN(C(=O)c2ccco2)CC1 (stereo not drawn)	6%	2%	-4%	4%	4%	-6%	-18%	2%	-2%	0%	-8%
COc1ccc(C(=O)N2CCN(CCc3ccccn3)CC2)cc1	-1%	2%	0%	-6%	6%	15%	-12%	6%	2%&0%	1%	2%
COC(=O)c1cccc(NC(=S)N2CCN(C)CC2)c1	5%	-3%	5%	1%	-3%	1%	-11%	-12%	2%	-1%	5%
O=S(=O)(/C=C/c1ccccc1)N1CCN(c2ccc(F)cc2)CC1	-2%	-27%	-3%	1%	-7%	-8%	8%	4%	1%	-2%	-22%
CCS(=O)(=O)Nc1ccc(C2=NN(C(=S)Nc3ccccc3)C(c3ccco3)C2)cc1 (stereo not drawn)	?	-40%	5%	?	15%	16%	91%[activator]	-34%	?	16%	4%
O=C(CN1CCN(c2ccc(F)cc2)CC1)Nc1ccccc1C(=O)NCCc1ccccc1	9%	-39%	-2%	-3%	1%	·	·	·	-11%	14%	·
O=C(NCC1CCCO1)c1ccc(OC2CCN(C(=O)C3CC3)CC2)cc1 (stereo not drawn)	5%	-42%	1%	2%	-3%	5%	-5%	?	1%	1%	?
Cc1ccc(C(=O)Nc2sc(C)c(C)c2C(=O)c2ccccc2)cc1	1%	2%	0%	1%	-3%	8%	-6%	-4%	?	-3%	15%
COc1ccc(-c2cc3nc(C)c(CCC(=O)NCc4ccc(F)cc4)c(C)n3n2)c(OC)c1	-2%	-38%	-10%	4%	-2%	-1%	38%[activator]	23%	-2%	-3%	-8%
O=C(NC1CCCCC1)NC1CCN(S(=O)(=O)c2ccc3c(c2)OCCO3)CC1	-4%	6%	?	2%	7%	-1%	7%	-3%	-1%	1%	-4%
COc1ccc(C(=O)NC(Cn2ccnc2)C(C)(C)C)cc1OC1CCN(C(C)C)CC1 (stereo not drawn)	18%	6%	0%	0%	3%	?	-5%	-7%	-2%	-5%	-13%
CN(c1ccccc1)S(=O)(=O)c1cccc(NC(=O)CN2C(=O)NC3(CCCC3)C2=O)c1	-6%	-6%	-1%	4%	1%	·	·	·	-1%	-5%	·
Cc1ccccc1NC(=O)C(C)OC(=O)CCC(=O)N(CC(C)C)c1c(N)n(CC(C)C)c(=O)[nH]c1=O (stereo not drawn)	-1%	-27%	-9%	7%	-5%	·	·	·	-1%	-1%	·
COC(=O)c1ccc(OC(=O)CS(=O)c2ccccc2[N+](=O)[O-])cc1 (stereo not drawn)	3%	-17%	0%	2%	8%	6%	?	-12%	-17%	10%	7%
COCCNC(=O)COc1cccc2c1OC(C)(C)C2	2%	1%	0%	-3%	15%	5%	-4%	0%	3%	-48%[inhibitor]	-2%
c1ccc(CSc2nnnn2-c2ccc3c(c2)OCCO3)nc1	5%	39%	4%	-14%	1%	15%	-3%	15%	-16%	2%	11%
Cc1ccc(F)cc1NC(=O)CCC(=O)c1cccs1	-3%	-4%	-2%	3%	1%	16%	-3%	15%	6%	-1%	3%
COc1ccccc1CNC(=O)CN1C(=O)N(C)C2(CCCCC2)C1=O	?	-13%	-2%	15%	4%	·	·	·	11%	2%	·
CC1CC(C)CN(S(=O)(=O)CCNC(=O)c2ccccc2)C1 (stereo not drawn)	-3%	-9%	12%	-3%	-3%	·	·	·	3%	-8%	·
O=C1CC(N(C(=O)c2ccco2)c2ccc(F)cc2)C(=O)N1c1ccc(F)cc1 (stereo not drawn)	0%	6%	-2%	0%	-5%	-2%	3%	1%	6%	1%	2%
CC(c1ccco1)N(C(=O)c1cccs1)c1ccccn1 (stereo not drawn)	1%	2%	-1%	5%	1%	5%	7%	32%	2%	-2%	9%
CC(C)c1ccccc1-n1c(-c2cccnc2)n[nH]c1=S	1%	-19%	3%	1%	-4%	-5%	-8%	?	-1%	-2%	-28%
CCOC(=O)c1c(NC(=O)CSc2nccn2C)sc(C(=O)NC)c1C	7%	-12%	2%	1%	2%	·	·	·	0%	0%	·
Cc1scc(C(=O)N/N=C/c2ccc(Cl)s2)c1C	?	7.1µM*	?	4%	2.2µM*	12%	13%[11.5 µM]	14µM*	3µM*	3.5µM*	13µM*
